S1P3 antagonist – S1P3 (human) receptor antagonism; Q99500; CHO S1P3 NFAT-BLA reporter, FRET fluorescence, antagonist mode; inhibition, % at 4.98 µM; 170,000 tested, 0.27% active; AID 485;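 active = inhibition above the plate cutoff, the mean inhibition of test wells on that plate plus 3 SD, cut at about 28% in these data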;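 note: cells challenged with S1P at its EC80 of 0.8 µM; blue over green emission ratio from cleaved BLA substrate after 4 h stimulation; 0% = S1P-stimulated wells and 100% = unstimulated DMSO-only wells; some compounds past the cut are filed as inactive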
Target sequence (Q99500 whole entry, looked up): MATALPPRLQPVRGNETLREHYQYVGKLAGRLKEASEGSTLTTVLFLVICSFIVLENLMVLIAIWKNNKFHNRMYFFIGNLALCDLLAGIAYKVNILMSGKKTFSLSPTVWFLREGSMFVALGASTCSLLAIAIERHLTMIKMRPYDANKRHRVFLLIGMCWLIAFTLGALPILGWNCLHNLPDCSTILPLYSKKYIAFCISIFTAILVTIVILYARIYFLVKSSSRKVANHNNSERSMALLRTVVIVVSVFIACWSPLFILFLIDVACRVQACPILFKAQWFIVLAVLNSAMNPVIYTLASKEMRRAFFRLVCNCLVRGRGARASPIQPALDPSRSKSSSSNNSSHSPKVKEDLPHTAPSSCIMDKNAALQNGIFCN
Hsp70 activator – switches on Hsp70 transcription; HeLa Hsp70 promoter luciferase reporter, luminescence; scaled: vehicle 0, proteasome-inhibitor control 100%; activation, % at 10 µM; 200,000 tested, 0.04% active;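 active = activation above the mean across all tested compounds plus 3 SD, cutoff set per campaign, cut at about 5.5% in these data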;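 note: 100% = MG132 at 30 µM as the positive control and 0% = DMSO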
G6PDH counter – counter-screen for G6PDH assay hits: L. mesenteroides G6PDH inhibition; AID 1020; Purified L. mesenteroides G6PDH, diaphorase/resazurin coupled fluorescence, 45 min; 200,000 tested, 0.12% active; inhibition, % at 5 µM
RAM inhibit – yeast RAM network inhibition | S. cerevisiae dse1pr::URA3 reporter, 5-FOA growth OD615, 2 d; analog-sensitive cbk1-as2 kinase mutant strain | inhibition, % at 50 µM | 190,000 tested, 1.8% active;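 active = inhibition above a set limit, 3 SD over mean compound inhibition, cut at about 8.4% in these data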;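 note: 0% = DMSO-only wells with no growth and 100% = 10 µM 1-NA-PP1 full growth; inhibition rescues growth on 5-FOA so higher OD means more RAM inhibition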
Diaphorase act – counter-screen for diaphorase-based assays: diaphorase activators and chemical reducers; AID 1229; 190,000 tested, 0.005% active; Diaphorase/resazurin coupled assay, resorufin fluorescence, 16 min; hits give high values; 1 = vehicle wells, 0 = NADH-free wells; activation factor at 20 µM;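 active = diaphorase activity raised at least twofold by the compound at 20 µM; inactive = activation factor below 2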
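Assay system: bacterial diaphorase enzyme (C. kluyveri) / Input: enzyme 0.07 U/mL final / Medium: 50 mM HEPES pH 7.4 with 4.542 mM MgCl2, 0.005% Tween 20 / Doses: single compound dose of 20 µM, 1% DMSO final / Incubation: 16 min enzyme reaction, ambient temperature / Signal: fluorescence, excitation 544 nm and emission 590 nm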
Diaphorase inh – counter-screen for diaphorase-based assays: diaphorase inhibitors and chemical oxidizers; diaphorase resazurin-to-resorufin fluorescence, NADH, 16 min; bacterial (C. kluyveri) enzyme, not human; inhibition, % at 20 µM; 190,000 tested, 0.69% active;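 active = primary screen inhibition at 20 µM above a set limit, cut at about 50% in these data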;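 note: plate controls were DMSO with full reaction for no effect and wells lacking NADH for full effect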
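Test system: diaphorase enzyme from Clostridium kluyveri; amount: diaphorase at 0.14 U/mL in enzyme working solution; detection: fluorescence of resorufin formed from resazurin, Ex 544/Em 590 nm; times: reaction incubation of 16 min at room temperature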
L major viab – Leishmania major promastigote growth inhibition; inhibition, % at 10 µM; 200,000 tested, 9% active; Leishmania major promastigotes, resazurin fluorescence viability;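 note: promastigotes grown with compound for 44 hours at 28 °C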
PMI act – activators of human phosphomannose isomerase; P34949; purified human PMI, coupled resazurin fluorescence, 20 min; hits give high values; 1 = vehicle control, 0 substrate-free wells; 190,000 tested, 0.005% active; activation factor at 20 µM;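 active = activation factor of 2 or more at 20 µM, relative to plate controls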
Target sequence (P34949 whole entry, looked up): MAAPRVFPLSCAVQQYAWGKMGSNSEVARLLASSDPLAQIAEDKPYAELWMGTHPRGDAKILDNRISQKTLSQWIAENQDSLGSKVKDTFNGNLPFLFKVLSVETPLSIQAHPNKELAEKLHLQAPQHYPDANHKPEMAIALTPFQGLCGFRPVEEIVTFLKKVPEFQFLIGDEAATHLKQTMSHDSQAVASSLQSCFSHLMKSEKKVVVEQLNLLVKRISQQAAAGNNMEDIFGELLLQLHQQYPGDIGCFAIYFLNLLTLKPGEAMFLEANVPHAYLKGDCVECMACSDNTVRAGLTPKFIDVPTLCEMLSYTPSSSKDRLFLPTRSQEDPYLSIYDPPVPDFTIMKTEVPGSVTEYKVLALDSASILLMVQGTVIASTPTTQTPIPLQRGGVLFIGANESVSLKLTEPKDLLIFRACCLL
TLR4 MyD88 comp – blocks binding of human TLR4 to MyD88; O00206+Q99836; HeLa CL3-4 TLR4/MyD88 BLA complementation, FRET ratio; inhibition, % at 8.4 µM; 200,000 tested, 0.18% active; in the data active = inhibition above about 25%;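 note: 0% = vehicle and 100% = reference inhibitor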
PMI act satM6P – increases human PMI activity with near-saturating mannose 6-phosphate | P34949 | coupled PMI enzyme assay, resazurin fluorescence, 20 min; hits give high values; 1 = untreated enzyme, 0 = substrate-free blank | activation factor at 20 µM | 190,000 tested, 0.34% active | AID 1216;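 active = activation factor of 2 or more at 20 µM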
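test system = human PMI in coupled enzyme assay | medium = HEPES-buffered pH 7.4 with magnesium and detergent | also added = 1.0 mM mannose-6-phosphate substrate with 0.22 mM NADP+ | compound = 20 µM single dose | times = 20 min incubation at room temperature | measured by = resorufin fluorescence (Ex 544/Em 590 nm) from resazurin via diaphorase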
Redox H2O2 prof – compounds producing H2O2 with reducing agent – biochemical, NIH compound library profiling, artefact control for MLSCN library redox annotation, primary screen. DTT-dependent redox cycling H2O2, phenol red/HRP absorbance; 100% = 100 µM peroxide control, 0% = buffer. activation, % at 10 µM. 200,000 tested, 0.03% active. AID 878;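 active = activation of at least 50% relative to the plate's high and low controls in the primary single-dose screen; inactive = activation below 50%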;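 note: compound incubated with DTT at 0.8 mM final as the reducing agent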
* hit, by the source's call. Cut-off read from the data, not from the text of the source, unless noted: active = inhibition above about 50%; inactive = the rest.

Results for O=C1CC(N2CCCN(C3CC(=O)N(c4ccc(F)cc4)C3=O)CC2)C(=O)N1c1ccc(F)cc1 (stereo unspecified) ?
S1P3 antagonist: 4; Hsp70 activator: -0.1; G6PDH counter: 10; RAM inhibit: 3.4; Diaphorase act: 0.9; Diaphorase inh: 13; L major viab: 2; PMI act: 1; TLR4 MyD88 comp: -7; PMI act satM6P: 1; Redox H2O2 prof: -3.0

How did O=S(=O)(O)CCN1CCOCC1 do in these assays?
S1P3 antagonist: -25; Hsp70 activator: -0.2; G6PDH counter: 1; RAM inhibit: 1.1; Diaphorase act: 0.9; Diaphorase inh: 15; L major viab: -5; PMI act: 1.1; TLR4 MyD88 comp: 4; PMI act satM6P: 1.1; Redox H2O2 prof: 0.6

Results for Cc1c(C(=O)c2ccc(F)cc2)c2ccccn2c1CCc1ccccn1 ?
S1P3 antagonist: -17; Hsp70 activator: 0.5; G6PDH counter: 2; RAM inhibit: 0.1; Diaphorase act: 0.9; Diaphorase inh: 9; L major viab: 26; PMI act: 1.3; TLR4 MyD88 comp: 0; PMI act satM6P: 1.1; Redox H2O2 prof: -1.9

What do the screens show for `Cc1ccnc(Sc2ccc([N+](=O)[O-])cc2[N+](=O)[O-])n1`?
Hsp70 activator: 0.3; G6PDH counter: -1; RAM inhibit: 1.9; Diaphorase act: 1; Diaphorase inh: 0; L major viab: 100*; PMI act: 1.1; TLR4 MyD88 comp: 8; PMI act satM6P: 1.1; Redox H2O2 prof: -1.1

How did O=C(O)c1cc([N+](=O)[O-])ccc1NCc1ccccc1 do in these assays?
S1P3 antagonist: 4; Hsp70 activator: 0.2; G6PDH counter: 2; RAM inhibit: 0.6; Diaphorase act: 0.9; Diaphorase inh: 6; L major viab: -2; PMI act: 1.1; TLR4 MyD88 comp: 6; PMI act satM6P: 1; Redox H2O2 prof: -1.2

How did O=C1NN=C(c2ccccc2)CC1c1ccc(Cl)cc1Cl (stereo unspecified) do in these assays?
S1P3 antagonist: 2; Hsp70 activator: 0.3; G6PDH counter: 1; RAM inhibit: 2.9; Diaphorase act: 0.9; Diaphorase inh: 9; L major viab: 4; PMI act: 1; TLR4 MyD88 comp: 3; PMI act satM6P: 1; Redox H2O2 prof: -0.4

What do the screens show for `O=C(O)CCCNC(=O)/C(=C\c1ccccc1F)NC(=O)c1ccccc1`?
S1P3 antagonist: -3; Hsp70 activator: -0.2; G6PDH counter: 3; RAM inhibit: 1.7; Diaphorase act: 1.1; Diaphorase inh: -9; L major viab: 2; PMI act: 1.1; TLR4 MyD88 comp: 1; PMI act satM6P: 1; Redox H2O2 prof: -0.7

Results for O=C(CSc1cc(Cl)ccc1Cl)NCC(=O)Nc1ccc(F)c(F)c1F ?
S1P3 antagonist: -4; Hsp70 activator: 0.0; G6PDH counter: -10; RAM inhibit: 9.4*; Diaphorase act: 0.9; Diaphorase inh: 10; L major viab: -6; PMI act: 1; TLR4 MyD88 comp: 7; PMI act satM6P: 1; Redox H2O2 prof: 0.0

What do the screens show for `S=C(NNc1ccc2ccccc2c1)NC1CCCCC1`?
S1P3 antagonist: -6; Hsp70 activator: 0.0; G6PDH counter: -8; RAM inhibit: 2.8; Diaphorase act: 0.8; Diaphorase inh: 22; L major viab: 13; PMI act: 1.1; TLR4 MyD88 comp: 1; PMI act satM6P: 1.1; Redox H2O2 prof: 0.6

Results for Cc1cc(NC(=O)c2cc([N+](=O)[O-])cc([N+](=O)[O-])c2C)no1 ?
S1P3 antagonist: -21; Hsp70 activator: -0.1; G6PDH counter: 16; RAM inhibit: 0.6; Diaphorase act: 1; Diaphorase inh: 3; L major viab: 30; PMI act: 1.2; TLR4 MyD88 comp: -2; PMI act satM6P: 1.1; Redox H2O2 prof: -1.4

How did CCC(C(=O)Nc1ccccc1C(=O)N1CCOCC1)N1C(=O)c2ccccc2C1=O (stereo unspecified) do in these assays?
Hsp70 activator: -0.2; G6PDH counter: 10; RAM inhibit: -0.1; Diaphorase act: 1; Diaphorase inh: 0; L major viab: -5; PMI act: 1; TLR4 MyD88 comp: -4; PMI act satM6P: 1; Redox H2O2 prof: 0.6

How did Cc1ccccc1CS(=O)(=O)CCC(=O)N1CCN(c2ccc(N3CCOCC3)nn2)CC1 do in these assays?
Hsp70 activator: 0.3; G6PDH counter: -11; RAM inhibit: 0.9; Diaphorase act: 0.9; Diaphorase inh: 11; L major viab: -5; PMI act: 0.9; TLR4 MyD88 comp: 11; PMI act satM6P: 0.9; Redox H2O2 prof: 0.8

Results for CCOc1ccc(-c2nn(-c3ccccc3)cc2/C=C2\SC(N)=NC2=O)cc1C ?
Hsp70 activator: -0.5; G6PDH counter: 5; RAM inhibit: 5.8; Diaphorase act: 0.9; Diaphorase inh: 8; L major viab: 7; PMI act: 1; TLR4 MyD88 comp: -13; PMI act satM6P: 0.9; Redox H2O2 prof: 1.5

Results for CC(=O)N=c1sc2ccccc2n1C ?
S1P3 antagonist: -17; Hsp70 activator: 0.0; G6PDH counter: 5; RAM inhibit: 2.6; Diaphorase act: 0.8; Diaphorase inh: 15; L major viab: 3; PMI act: 1; TLR4 MyD88 comp: 11; PMI act satM6P: 1; Redox H2O2 prof: 2.1

How did O=C(c1ccco1)N1N=C2CCCCCC2C1(O)C(F)(F)F (stereo unspecified) do in these assays?
S1P3 antagonist: 11; Hsp70 activator: -0.1; G6PDH counter: 12; RAM inhibit: 0.0; L major viab: 0; TLR4 MyD88 comp: 6; Redox H2O2 prof: 0.1

What do the screens show for `COc1ccc(C(=O)CC2OC(=O)c3c2ccc(OC)c3OC)cc1` (stereo unspecified)?
Hsp70 activator: -0.4; G6PDH counter: 8; RAM inhibit: 0.0; Diaphorase act: 0.9; Diaphorase inh: 14; L major viab: -13; PMI act: 0.9; TLR4 MyD88 comp: -2; PMI act satM6P: 0.9; Redox H2O2 prof: 0.2

How did Cc1cccc(NC(=S)NNC(=S)NC2CCCCC2)c1C do in these assays?
S1P3 antagonist: -3; Hsp70 activator: -0.1; G6PDH counter: 18; RAM inhibit: 4.8; Diaphorase act: 0.9; Diaphorase inh: 14; L major viab: 2; PMI act: 0.7; TLR4 MyD88 comp: 2; PMI act satM6P: 0.8; Redox H2O2 prof: -1.7

What do the screens show for `CC(C)Nc1nc(N(c2ccccc2)c2ccccc2)nc(-n2ccnc2)n1`?
S1P3 antagonist: 4; Hsp70 activator: 0.1; G6PDH counter: 5; RAM inhibit: 2.2; Diaphorase act: 0.9; Diaphorase inh: 12; L major viab: 13; PMI act: 0.9; TLR4 MyD88 comp: -4; PMI act satM6P: 0.9; Redox H2O2 prof: -3.5

Results for CN(CCc1cnn(C)c1)Cc1nc(Cc2ccccc2)no1 ?
S1P3 antagonist: -3; Hsp70 activator: -0.2; G6PDH counter: 8; RAM inhibit: 0.9; Diaphorase act: 0.8; Diaphorase inh: 16; L major viab: -4; PMI act: 0.9; TLR4 MyD88 comp: -16; PMI act satM6P: 1; Redox H2O2 prof: 0.3

How did CCCN(S(=O)(=O)c1ccc(OCC)cc1)S(=O)(=O)c1cccs1 do in these assays?
S1P3 antagonist: -4; Hsp70 activator: -0.1; G6PDH counter: 30; RAM inhibit: 3.7; Diaphorase act: 0.8; Diaphorase inh: 24; L major viab: 1; PMI act: 0.7; TLR4 MyD88 comp: 3; PMI act satM6P: 0.8; Redox H2O2 prof: 2.1

How did Cc1sc2ncnc(N=Nc3c(O)[nH]c4ccccc34)c2c1C do in these assays?
S1P3 antagonist: 6; Hsp70 activator: -0.4; G6PDH counter: 15; RAM inhibit: 1.6; Diaphorase act: 0.8; Diaphorase inh: 21; L major viab: 6; PMI act: 0.8; TLR4 MyD88 comp: -11; PMI act satM6P: 1; Redox H2O2 prof: 0.2

What do the screens show for `O=C(CSc1nc2ccccc2[nH]1)NCCN1CCCCC1`?
S1P3 antagonist: -10; Hsp70 activator: -0.3; G6PDH counter: 11; RAM inhibit: 0.2; Diaphorase act: 1; Diaphorase inh: 2; L major viab: -8; PMI act: 1.2; TLR4 MyD88 comp: -7; PMI act satM6P: 1.1; Redox H2O2 prof: 0.9

How did S=c1[nH]nc(-c2cc(-c3ccco3)[nH]n2)n1-c1ccccc1 do in these assays?
Hsp70 activator: 0.3; G6PDH counter: 1; RAM inhibit: -0.3; Diaphorase act: 0.9; Diaphorase inh: 6; L major viab: 3; PMI act: 1; TLR4 MyD88 comp: 3; PMI act satM6P: 1; Redox H2O2 prof: 2.0

How did Cc1ccc[n+](CC2OCc3ccccc3CO2)c1 do in these assays?
S1P3 antagonist: 2; Hsp70 activator: 0.3; G6PDH counter: 6; RAM inhibit: 1.3; Diaphorase act: 1.1; Diaphorase inh: -8; L major viab: -3; PMI act: 1; TLR4 MyD88 comp: 8; PMI act satM6P: 1; Redox H2O2 prof: -0.5

What do the screens show for `Cc1ccc2c(COC(=O)c3cnc(C)cn3)cc(=O)oc2c1`?
S1P3 antagonist: -18; G6PDH counter: -6; Diaphorase act: 0.9; Diaphorase inh: 11; PMI act: 1.1; PMI act satM6P: 1

What do the screens show for `CCn1nc(C(=O)OCC(=O)c2c[nH]c3ccccc23)c2ccccc2c1=O`?
S1P3 antagonist: 20; Hsp70 activator: -0.3; G6PDH counter: 1; RAM inhibit: 3.7; Diaphorase act: 0.9; Diaphorase inh: 9; L major viab: 24; PMI act: 1; TLR4 MyD88 comp: -13; PMI act satM6P: 1; Redox H2O2 prof: -0.5

What do the screens show for `CCOC(=O)Cn1cnc2c(cnn2-c2ccc(Cl)cc2)c1=O`?
S1P3 antagonist: -52; Hsp70 activator: -0.3; G6PDH counter: 10; RAM inhibit: 2.0; Diaphorase act: 1; Diaphorase inh: -2; L major viab: -8; PMI act: 1; TLR4 MyD88 comp: -10; PMI act satM6P: 1; Redox H2O2 prof: -1.8

What do the screens show for `Nc1cc(=O)[nH]c(SCCNS(=O)(=O)c2ccccc2)n1`?
S1P3 antagonist: -15; Hsp70 activator: -0.3; G6PDH counter: 4; RAM inhibit: 1.7; Diaphorase act: 1.1; Diaphorase inh: -8; L major viab: -9; PMI act: 1; TLR4 MyD88 comp: 5; PMI act satM6P: 1.1; Redox H2O2 prof: 2.4

Screening data: PubChem BioAssay, several laboratories
